Compound activity from PubChem BioAssay.
TbREL1 primary: TbREL1 RNA ligase inhibitors, primary screen, biochemical, FRET fluorescence. 0.49% of 89,000 active. TbREL1 RNA ligation. AID 1117264, 2014. inhibition, % at 9.66 µM. RNA-editing ligase 1, mitochondrial (Trypanosoma brucei brucei), P86926;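 active means inhibition above the mean inhibition across all screened compounds plus 3 SD, cut at about 11% in these data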;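 further: 0% = plate median of test wells and 100% = NSC42067 control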
Target sequence (P86926 whole entry, looked up): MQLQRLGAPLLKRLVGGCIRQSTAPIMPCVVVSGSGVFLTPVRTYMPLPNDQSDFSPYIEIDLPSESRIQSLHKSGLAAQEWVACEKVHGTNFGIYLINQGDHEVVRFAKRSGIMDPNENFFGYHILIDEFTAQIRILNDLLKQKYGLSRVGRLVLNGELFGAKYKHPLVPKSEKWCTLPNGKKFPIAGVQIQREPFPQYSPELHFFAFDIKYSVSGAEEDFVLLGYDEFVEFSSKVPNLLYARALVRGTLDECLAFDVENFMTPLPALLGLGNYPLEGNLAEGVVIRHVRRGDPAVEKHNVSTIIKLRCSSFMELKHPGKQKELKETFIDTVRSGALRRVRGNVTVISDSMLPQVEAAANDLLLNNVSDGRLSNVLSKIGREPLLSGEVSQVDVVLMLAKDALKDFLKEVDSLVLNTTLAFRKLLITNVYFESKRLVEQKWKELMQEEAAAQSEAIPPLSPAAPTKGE
An asterisk follows results filed as active. Some of the compounds tested, so the mix of outcomes need not match the whole.

Results for CC(C)(C)C(=O)N1Cc2cc(N3CCCCC3)ccc2-n2nncc2C1 ?
TbREL1 primary: -0.2

What do the screens show for `CC(Cc1ccsc1)NCc1cn[nH]c1-c1ccc(F)cc1F` (configuration not stated)?
TbREL1 primary: -1.6

What do the screens show for `COc1cc(OC)c(OC)cc1/C=C1/C(=O)NC(=O)N(Cc2ccccc2)C1=O`?
TbREL1 primary: 1.9

Results for CCCCn1c(O)c(C(CC)=Nc2ccc(C(=O)O)cc2)c(=O)[nH]c1=O ?
TbREL1 primary: -2.2

How did CCCCCCC(=O)c1c(O)n(-c2ccccc2OC)c(=O)[nH]c1=O (tested in a mixture with another compound) do in these assays?
TbREL1 primary: 1.3

What do the screens show for `CC(=O)N1CN2CN(C(C)=O)CC(C(=O)c3ccccc3)(C2)C1`?
TbREL1 primary: 3.4

What do the screens show for `COC(=O)C1=C(c2cccc(C#N)c2)C[C@@H]2CC[C@H]1N2C(=O)NCc1ccco1`?
TbREL1 primary: -0.9

How did O=C(Oc1ccc([N+](=O)[O-])cc1)N1CCC(N2CCCCC2)CC1 do in these assays?
TbREL1 primary: -1.0

Results for CO[C@H]1[C@@H](OC)CC(OC2OC(CO)C(O)C(O)C2O)/C(=C\C#N)[C@@H]1O (some centres not stated) ?
TbREL1 primary: 3.7

Results for C1=CC(Cc2cncs2)c2ccccc21 (configuration not stated) ?
TbREL1 primary: 0.5

How did CC(=O)OC1CC[C@]2(C#N)[C@H]3CC[C@]4(C)[C@H](C5C=CC(=O)O5)CCC4(O)C3CCC2(O)C1 (some centres not stated) do in these assays?
TbREL1 primary: -0.5

How did N#CC(C#N)=Cc1ccc(N2CCOCC2)cc1 do in these assays?
TbREL1 primary: -2.2

How did O=C(NCc1cccnc1)Nc1ccccc1Cl do in these assays?
TbREL1 primary: 0.4

How did C[n+]1c(-c2ccccc2)cc(CCCCc2cc(-c3ccccc3)[n+](C)c(-c3ccccc3)c2)cc1-c1ccccc1 do in these assays?
TbREL1 primary: 13.1*

Results for CCOP(=O)(OCC)C(NC(=O)c1ccc(C)cc1)C(Cl)(Cl)Cl (configuration not stated) ?
TbREL1 primary: -0.5

How did Cc1cc(=O)n(-c2ccccc2)n1-c1ccccc1 do in these assays?
TbREL1 primary: 1.1

What do the screens show for `CN1CC(C(=O)c2ccc(Cl)cc2)C(c2ccccc2F)C1` (configuration not stated)?
TbREL1 primary: -2.9

Results for Cc1ccc2nc(N3CCC(C(=O)N4CCC5(CC4)OCCO5)CC3)sc2c1 ?
TbREL1 primary: -1.4

How did COC(=O)C1=C(c2ccc(F)cc2OCc2ccccc2)C[C@@H]2CC[C@H]1N2C(=O)NCc1ccc(OC)cc1 do in these assays?
TbREL1 primary: 0.7

Results for c1ccc(-c2[nH]c(-c3ccccc3)[n+](CC3CO3)c2-c2ccccc2)cc1 (configuration not stated) ?
TbREL1 primary: -3.2

How did N#CC(C#N)=Cc1cccnc1 do in these assays?
TbREL1 primary: 2.9

How did CCC(C)OC(=O)c1c(N)n(Cc2cccs2)c2nc3ccccc3nc12 (configuration not stated) do in these assays?
TbREL1 primary: 6.8

Results for NC(N)=N/N=C/c1ccc(N2CCOCC2)cc1 ?
TbREL1 primary: 0.9

How did CC(=O)Nc1ccc(N=Cc2c(O)n(Cc3ccco3)c(=O)[nH]c2=O)cc1 do in these assays?
TbREL1 primary: 1.4

Results for O=C(Nc1cccc(OC(=O)N2CCCCC2)c1)N1CCOCC1 ?
TbREL1 primary: -0.8

What do the screens show for `Fc1ccc2c(c1)nnn2C1CCN(Cc2nnnn2CCc2ccccc2)CC1`?
TbREL1 primary: 8.5

What do the screens show for `COC(=O)C1=C(c2ccc(S(C)(=O)=O)cc2)C[C@@H]2CC[C@H]1N2C(=O)NCCCOC(C)C`?
TbREL1 primary: 2.8

How did CN1CCC2(CC1)NC(=O)C1=C(CN(C)CC1)N2 do in these assays?
TbREL1 primary: 0.3

How did CCN1C(=O)C(=Cc2cc(C)n(C3CC3)c2C)C(=O)N(CC)C1=S do in these assays?
TbREL1 primary: 4.4

What do the screens show for `COC(=O)C1=C(c2ccc(OCc3ccccc3)cc2)C[C@@H]2CC[C@H]1N2C(=O)NCc1ccc([N+](=O)[O-])cc1`?
TbREL1 primary: 1.9

How did COC(=O)C1=C(c2ccc(F)cc2OCc2ccccc2)C[C@@H]2CC[C@H]1N2C(=O)NCc1ccco1 do in these assays?
TbREL1 primary: -0.8

Results for c1ccc(CCN2CCC(N3CCN(c4ccccc4)CC3)CC2)cc1 ?
TbREL1 primary: -4.5

How did CCc1ccc(C2=NN(CCC(=O)N3CCC4(CC3)OCCO4)C(=O)CC2)cc1 do in these assays?
TbREL1 primary: -4.8

What do the screens show for `O=c1[nH]c2ccccc2n1C1CCN(C(c2cccs2)c2nnnn2Cc2ccccc2)CC1` (configuration not stated)?
TbREL1 primary: 2.9

How did CCCCn1c(NC(=O)c2ccco2)c(C(=O)OCC)c2nc3ccccc3nc21 do in these assays?
TbREL1 primary: 34.1*

What do the screens show for `COC(=O)C1=C(c2cccc(OCc3ccccc3)c2)C[C@@H]2CC[C@H]1N2C(=O)NCCCOC(C)C`?
TbREL1 primary: -3.4

What do the screens show for `COc1ccc(C(C)=O)cc1CC(C(=O)c1ccc(C)c(C)c1)N(C)C` (configuration not stated)?
TbREL1 primary: -1.7

How did COC(=O)C1=C(c2cccc(OC)c2OC)C[C@@H]2CC[C@H]1N2C(=O)NC1CC1 do in these assays?
TbREL1 primary: 5.1

Results for COc1cc(C=C2C(=O)NC(=O)NC2=O)ccc1OS(=O)(=O)c1ccccc1[N+](=O)[O-] ?
TbREL1 primary: 4.8

How did Cc1cccc(-n2c(O)c(/C=C/C=Nc3ccccc3)c(=O)[nH]c2=O)c1 do in these assays?
TbREL1 primary: 0.8

How did Cc1c(C=C2C(=O)NC(=O)NC2=O)c(=O)n(-c2ccccc2)n1C do in these assays?
TbREL1 primary: -0.6

What do the screens show for `O=[N+]([O-])c1ccc(N2CCOCC2)c2cccnc12`?
TbREL1 primary: 1.9

How did CN1CCCC(C(=O)c2ccc(Cl)cc2)C1 (configuration not stated) do in these assays?
TbREL1 primary: 2.4

What do the screens show for `COC(=O)C1=C(c2ccccc2)C[C@@H]2CC[C@H]1N2C(=O)N1CCC(O)CC1`?
TbREL1 primary: 4.1

How did CC(=O)c1cccc(OCC(O)CN2CC=C(c3ccccc3)CC2)c1 (configuration not stated) do in these assays?
TbREL1 primary: 3.7

Results for CC(C)=CCSc1nnc([C@@H](N)Cc2c[nH]c3ccccc23)o1 ?
TbREL1 primary: -4.8

Results for CCOP(=O)(Cc1ccc(C#N)o1)OCC ?
TbREL1 primary: -2.5

How did COC(=O)C1=C(c2ccc(-c3ccccc3)c(F)c2)C[C@@H]2CC[C@H]1N2C(=O)N1CCOCC1 do in these assays?
TbREL1 primary: 0.0

What do the screens show for `NC1CCCCC1N=Cc1c(O)n(Cc2ccc(F)cc2)c(=O)[nH]c1=O` (configuration not stated)?
TbREL1 primary: -3.0

What do the screens show for `CC12CC1(C)C(=O)N(c1cc(Cl)cc(Cl)c1)C2=O` (configuration not stated)?
TbREL1 primary: 0.6

Results for COC(=O)C1=C(c2ccc(Cl)c(C(F)(F)F)c2)C[C@@H]2CC[C@H]1N2C(=O)NCc1ccco1 ?
TbREL1 primary: -5.2

What do the screens show for `COc1ccc(C2C(C#N)=C(N)Oc3c2c(=O)oc2ccccc32)cc1Cn1cc([N+](=O)[O-])cn1` (configuration not stated)?
TbREL1 primary: -2.0

Results for COc1ccc(NC(=O)CN(C)C(=O)CSC(c2ccccc2)c2ccccc2)cc1 ?
TbREL1 primary: -3.0

How did Cc1ccc(-c2nc3ccccc3c(=O)n2-c2ncccc2C)cc1 do in these assays?
TbREL1 primary: 0.6

How did COc1ccc(/C=C/C=C2C(=O)NC(=S)NC2=O)cc1 do in these assays?
TbREL1 primary: 2.2

Results for Nc1c(C(=O)NC2CCCC2)c2nc3ccccc3nc2n1CC1CCCO1 (configuration not stated) ?
TbREL1 primary: 26.9*

Results for O=C(c1ccc(Cl)cc1)C1CCCN(Cc2ccc3ncccc3c2)C1 (configuration not stated) ?
TbREL1 primary: 4.8

Results for Cc1ccc2nsnc2c1-n1c(C)nc2ccccc2c1=O ?
TbREL1 primary: 6.0

Results for CC(C)N1CCN(Cc2cccc([N+](=O)[O-])c2)CC1 ?
TbREL1 primary: 6.0

How did O=P1(Nc2ccc(F)cc2)COc2ccccc2OC1 do in these assays?
TbREL1 primary: 0.5

How did C=C1C/C(=C/C)C(=O)O[C@@H]2CCN3CC=C(COC(=O)[C@]1(C)O)[C@H]23 do in these assays?
TbREL1 primary: -2.8

Results for CNCC(O)c1cc(F)c(OCc2ccccc2)c(OCc2ccccc2)c1F (configuration not stated) ?
TbREL1 primary: 6.9

Results for COC(=O)C1=C(c2ccc(C(C)=O)cc2)C[C@@H]2CC[C@H]1N2C(=O)N1CCC(C)CC1 ?
TbREL1 primary: 6.4

How did COC(=O)C1=C(c2ccc(OC)c(OC)c2)C[C@@H]2CC[C@H]1N2C(=O)NCCOc1ccccc1Cl do in these assays?
TbREL1 primary: -2.1

How did c1ccc2c(CN3CCCCCCC3)c[nH]c2c1 do in these assays?
TbREL1 primary: 2.0

Results for CC(C)(C)n1cccc1/C=C1\C(=O)NC(=O)N(c2ccccc2)C1=O ?
TbREL1 primary: -0.1

Results for Cn1c(O)c(C=Nc2ccc(Cl)cc2)c(=O)n(C)c1=O ?
TbREL1 primary: -1.6

How did O=C(O)C1CSC(c2cccnc2)N1 (configuration not stated) do in these assays?
TbREL1 primary: 2.4

What do the screens show for `O=C(c1cccc(C(F)(F)F)c1)C1CCCN(Cc2ncc[nH]2)C1` (configuration not stated)?
TbREL1 primary: 5.9

How did COc1ccc2nc(/N=C/c3c(O)n(-c4cccc(Cl)c4)c(=O)[nH]c3=O)sc2c1 do in these assays?
TbREL1 primary: -3.2

What do the screens show for `Cc1ccccc1Cc1c(C)nc2nc(SCC(=O)N3CCC4(CC3)OCCO4)nn2c1C`?
TbREL1 primary: -5.0

How did O=c1c2ccccc2nc(/C=C/c2ccc(O)cc2)n1-c1cccc(O)c1 do in these assays?
TbREL1 primary: -4.0

How did CC(Cc1ccccc1)[n+]1cc(/N=C(\N)[O-])on1 (configuration not stated) do in these assays?
TbREL1 primary: 0.2

What do the screens show for `O=C(O)C(O)(c1ccccc1)C1CCCC1` (configuration not stated)?
TbREL1 primary: -0.1

Results for CN(C)CCSC1c2ccccc2CSc2ccccc21 (configuration not stated) ?
TbREL1 primary: 2.4

What do the screens show for `COc1ccc(C(c2nnnn2-c2ccc(OC)cc2)N2CCC(n3c(=O)[nH]c4ccccc43)CC2)cc1` (configuration not stated)?
TbREL1 primary: -3.1

How did COC(=O)C1=C(c2ccc(OC(F)(F)F)cc2)C[C@@H]2CC[C@H]1N2C(=O)N1CCCC1 do in these assays?
TbREL1 primary: 6.8

Results for COC(=O)C1=C(c2ccccc2)C[C@@H]2CC[C@H]1N2C(=O)N1CCC(C)CC1 ?
TbREL1 primary: 3.8

Results for O=S(=O)(c1ccc(F)cc1)N1CCCCC1c1cccnc1 (configuration not stated) ?
TbREL1 primary: 0.7

How did CN(CCc1ccccc1)Cc1ccccc1[N+](=O)[O-] do in these assays?
TbREL1 primary: 4.5

Results for COC(=O)C1=C(c2ccc(OC)c(OC)c2)C[C@@H]2CC[C@H]1N2C(=O)NCCO ?
TbREL1 primary: 5.7

What do the screens show for `COc1ccc(-n2c(O)c(C(C)=NCC3CCCO3)c(=O)[nH]c2=O)cc1` (configuration not stated)?
TbREL1 primary: 0.9

How did O=C(c1ccc(N2CC3CC(C2)c2cccc(=O)n2C3)c([N+](=O)[O-])c1)N1CCCCC1 (configuration not stated) do in these assays?
TbREL1 primary: -0.4

What do the screens show for `COc1cccc(C(=O)N2CCC3(CC2)OCCO3)c1`?
TbREL1 primary: 0.5

What do the screens show for `CCOC(=O)c1c(C)n(Cc2ccc3c(c2)OCO3)c2ccc(O)cc12`?
TbREL1 primary: 2.7

Results for Cc1ccc(CN2Cc3ccc(Br)cc3-n3nncc3C2)cc1 ?
TbREL1 primary: -1.6

How did CC(=O)OC1N=C(c2ccccc2)c2cc(C)ccc2NC1=O (configuration not stated) do in these assays?
TbREL1 primary: -0.5

Results for COC(=O)C1=C(c2ccccc2OCc2ccccc2)C[C@@H]2CC[C@H]1N2C(=O)NCc1ccccc1 ?
TbREL1 primary: -1.7

Results for O=C1/C(=C/c2ccccc2Cl)N2CCC1CC2 ?
TbREL1 primary: 1.1

How did COc1ccc(N/N=C/c2c(O)n(-c3ccc(C)c(C)c3)c(=O)[nH]c2=O)cc1 do in these assays?
TbREL1 primary: -0.4

What do the screens show for `C/C(=N\N(C)c1ccccc1)c1c(O)[nH]c(=O)[nH]c1=O`?
TbREL1 primary: -2.9
